High-throughput results from PubChem.
EWS-Fli block: EWS/Fli-driven NR0B1 reporter inhibitors, primary screen, A673 cells, NR0B1 luciferase, luminescence, MLPCN library; viability-normalised; inhibition, % at 12.6 µM; 350,000 tested, 0.67% active; AID 651661, 2012;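 active = mean inhibition of at least 50% after viability correction, with every replicate also passing that limit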;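 also: firefly luciferase signal divided by Alamar Blue viability fluorescence both relative to DMSO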
FN deposition inh: inhibitors of fibronectin matrix deposition, primary screen, AH1F cells, Alexa488-fibronectin fluorescence, plate reader | AH1F fibroblasts, overnight | inhibition, % at 12.6 µM | 350,000 tested, 0.086% active;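 active = mean inhibition across replicates of 30% or more, regardless of how many single replicates reach that level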;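 also: positive control wells lacked labelled fibronectin entirely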
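Material: AH1F fibroblast monolayer depositing Alexa488-labelled fibronectin into matrix / Amount: 10000 AH1F cells per well / Signal: fluorescence 485/525 nm / Medium: DMEM, 2% serum / Compound: single dose, pinned / Incubation: 1 h cell adhesion before compound, then overnight fibronectin incubation / Reagent: Alexa488-FN, 24 nM final / Read-out: inhibition of fibronectin deposition signal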
PGC1a acetyl inh: inhibitors of PGC1a acetylation signal, primary screen, cell-based, U2OS, AlphaScreen, inhibitor mode | AlphaScreen anti-acetyl-lysine; with virally co-expressed GCN5 acetyltransferase | inhibition, % at 15.6 µM | 350,000 tested, 0.17% active;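 active = every replicate shows inhibition of at least 40%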;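 also: 0% = neutral control wells and 100% = positive control wells; some results beyond the cut were filed as inactive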
CASP6 VEID inh: human caspase-6 inhibitors, primary screen, biochemical, VEID-R110 fluorescence, single point, set 2 | AID 686996, 2013 | 350,000 tested, 0.53% active | purified caspase-6, Z-VEID-R110 cleavage fluorescence | P55212 | inhibition, % at 12.5 µM;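 active = mean inhibition across replicates at least about 35%, with every replicate also reaching that limit, limit read from the data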;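 also: 0% = median of neutral control wells and 100% = no fluorescence left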
Target sequence (P55212 24-179 limits assumed): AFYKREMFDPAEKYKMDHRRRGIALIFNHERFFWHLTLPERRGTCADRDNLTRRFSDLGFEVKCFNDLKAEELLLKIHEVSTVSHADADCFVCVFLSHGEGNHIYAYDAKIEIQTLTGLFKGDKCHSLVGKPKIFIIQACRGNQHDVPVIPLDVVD
Target sequence (P55212 194-293 limits assumed): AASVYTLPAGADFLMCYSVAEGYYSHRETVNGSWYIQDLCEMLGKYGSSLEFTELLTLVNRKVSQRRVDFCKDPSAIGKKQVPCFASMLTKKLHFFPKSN
Cneo AK release: Cryptococcus neoformans cell lysis inducers, primary screen, AK release luminescence, single concentration | C. neoformans lysis, adenylate kinase release luminescence, 4 h; normalised: neutral wells 0, clomiphene wells 100 | lysis activity, % at 15 µM | 360,000 tested, 0.2% active;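 active = mean lysis activity across replicates of at least 80%, whatever share of replicates individually reach that level; inactive = mean lysis activity below 80%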
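Test system: log-phase Cryptococcus neoformans yeast cells. Input: 5 × 10^6 yeast cells/mL. Medium: fresh YPD growth medium. Doses: single dose. Incubation: static 4 h at 37 °C with compound, 1 h detection. Measured by: luminescent adenylate kinase detection reagent. Read-out: signal increase indicating cell lysis. Benchmarks: Clomiphene.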
LGR2 antag: inhibitors of bursicon-induced LGR2 CRE-luciferase signal, primary screen, cell-based, HEK293, CRE-luciferase reporter, bursicon stimulation; Drosophila bursicon receptor LGR2 (rickets); 380,000 tested, 0.35% active; inhibition, % at 9.99 µM; bursicon-stimulated, 4 h;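 active = drop in luminescence signal, shown as inhibition above about 50% in the replicate tests, limit read from the data, passing the limit was not always enough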;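 also: agonist challenge used bursicon conditioned medium at about half maximal strength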
miR122 inh: miR-122 Renilla sensor signal increase in Huh7, primary screen, miR-122 inhibitor project, cell-based, single point, plate reader; 340,000 tested, 0.3% active; activation (reporter increase), % at 12.5 µM; Huh7 miR-122 Renilla luciferase sensor, 48 h; neutral wells = 0, positive control = 100;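 active = mean replicate activation score at least 90 and every replicate individually at or above 90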;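 also: higher luciferase means less miR-122 activity so hits act as miR-122 inhibitors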
PAX8 reporter: inhibitors of PAX8-driven TPO luciferase reporter, primary screen, RMG-I cells, single concentration; AID 652154, 2013; inhibition, % at 12.6 µM; SteadyGlo, 24 h; 360,000 tested, 1.2% active;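 active = mean replicate inhibition at least 60% with every replicate also reaching 60%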;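 also: luciferase light reporting Pax8 driven TPO promoter activity; plate controls were median of neutral control wells for no effect and mitoxantrone controls for full effect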
* hit, by the source's call; · = no result given; & = joins results of further samples; [ ] = another dose, or the depositor's remark. The order is random; overall some 2.5% were active at least once.

canonical_smiles	EWS-Fli block	FN deposition inh	PGC1a acetyl inh	CASP6 VEID inh	Cneo AK release	LGR2 antag	miR122 inh	PAX8 reporter
CCCc1cc(C(=O)Nc2ccc(C(=O)c3ccc(C)cc3)cc2)n(C)n1	8	·	-9	-6	23	8	-5	-5
O=c1ccc2c(-c3ccccc3)c3ccc(O)cc3oc-2c1	26	-45	13	-217	-1	-6	-11	11
Cc1cccc([C@@H]2C[C@H]3CN(Cc4cccc(Cl)c4)C(=O)[C@]34CCCN24)n1	·	0	-2	·	0	10	-2	17
NC(CCc1ccccc1)c1csc(Nc2cnccn2)n1 (configuration not stated)	-15	·	-2	-1	-1	16	11	37
CC(=O)c1c(C(C)=O)c(C)n(-c2ccc3ncccc3c2)c1C	-4	·	7	3	1	0	-3	15
COc1ccc(NC(=O)C2=CC(c3ccc(OC)cc3)=NS(=O)(=O)N2C)cc1	-1	2	-5	-3	-6	-4	4	1
Cc1ccc(F)c(S(=O)(=O)NC(=O)C2(C)CCN2C(=O)Cc2cccc3ccccc23)c1 (configuration not stated)	0	-24	·	1	-1	1	·	-5
COc1ccc(/C=C/C(=O)NC2CCS(=O)(=O)C2)cc1 (configuration not stated)	2	6	·	0	1	-16	-4	-7
CC1(C)Cc2c(c(N3CCOCC3)nc3sc(C(N)=O)c(N)c23)CO1	24	-3	·	0	·	-18	·	17
O=C(NC12CC3CC(CC(C3)C1)C2)N1CCN(c2ccccc2)CC1	12	4	-16	-1	4	-10	11	-17
Cc1cccc(Nc2cc(C)c3c(O)cccc3n2)c1C	-21	1	-12	6	-8	9	-9	-63
CCc1ccccc1NC(=O)CSc1nnc(-c2ccncc2)o1	-1	-6	·	4	·	5	·	-9
COc1ccc(OCC(=O)NCCc2c[nH]c3ccccc23)cc1	25	0	6	0	·	·	·	19
COc1ccccc1S(=O)(=O)N1CC[C@@H]2[C@H](CO)Nc3ccc(-c4ccccc4F)cc3[C@@H]21	-18	3	-10	-2	-9	7	3[16.7 µM]	9
N#Cc1cnc(NN)nc1	15	-3	2	0	·	12	·	-3
CO[C@@H]1CN(C)C(=O)c2cc(NS(=O)(=O)c3ccc(C)cc3)ccc2OC[C@H](C)N(Cc2nccs2)C[C@H]1C	10&-7	-31&7	-3	1&3	-7	7&4	·	6&8
COc1ccccc1CN(C)C[C@@H]1OCc2cnnn2CCCC(=O)N([C@@H](C)CO)C[C@@H]1C	0	-7	-4	-1	-1	0	-3[16.7 µM]	·
Cc1ccc(S(=O)(=O)N2CCN(C(=O)C(O)c3ccccc3)CC2)cc1 (configuration not stated)	-6	3	·	-1	·	-2	·	0
CC(C)N(C(=O)[C@H]1C[C@H](CC(=O)NCc2cccc(C(F)(F)F)c2)C(=O)N2CCc3c([nH]c4ccc(Cl)cc34)[C@]12C)C(C)C	-12	·	-4	2	3	12	-8	-4
COC(=O)c1sc(NC(=O)c2c(-c3ccccc3)noc2C)nc1C	-2	·	-2	-5	5	7	12	3
CCOCCCNC(=O)c1cn(CC(C)C)c(=O)c2cc(OC)c(OC)cc12	3	0	-5	8	2	-20	-8	-5
O=C(N/N=C/c1cc(Br)cs1)c1ccc2c(c1)OCCO2	-13	8	-41	-4	-3	-43	9	-77
Cc1ccc(S(=O)(=O)N2CCOC23CCN(C(=O)c2ccccc2Br)CC3)cc1	·	10	·	-6	-1	2	0	-33
COc1ccccc1NC(=O)Cn1c(=O)oc2ccccc21	·	·	10	·	1	-9	-3	·
CCOC(=O)CN1C(=O)CCSc2ccc(Cl)cc21	2	10	9	-1	-1	·	0	-1
CC(CCN1CCN(c2ccccc2)CC1)c1ccccc1 (configuration not stated)	4	-8	8	-1	-14	1	5	-12
C[C@@H]1COc2cccc(N(C)CCO)c2S(=O)(=O)N1	6	-5	·	1	·	-5	·	-5
Cn1c(C(=O)OC(C(=O)NC(C)(C)C)c2cccnc2)cc2sccc21 (configuration not stated)	0	-4	·	-1	·	12	·	8
CCCCCC(=O)Nc1ccc(N2CCOCC2)c(S(=O)(=O)Nc2ccc(OC)cc2)c1	4	0	·	4	·	-5	·	9
C[C@@H]1CCCCO[C@@H](CN(C)CC2CCCCC2)[C@H](C)CN([C@H](C)CO)C(=O)c2cc(NS(=O)(=O)c3cccs3)ccc2O1	5	·	-9	-1	2	-6	-13[16.7 µM]	11
CNC(=O)C[C@H]1CC[C@H]2[C@H](COc3ccc(NS(=O)(=O)c4cccc(F)c4)cc3C(=O)N2C)O1	-7	4	1	-1	-5	-6	5[16.7 µM]	21
CCOc1ccc(S(=O)(=O)N2CCC(C(=O)NCc3ccccn3)CC2)cc1C	12	-2	-7	2	0	-1	-6	2
Cc1cccc(C)c1NC(=O)CNC(=O)c1c(-c2ccccc2)noc1C	0	16	3	-6	2	-3	3	7
O=C(NC1CCCC1)C(c1ccccn1)N(C(=O)c1csnn1)c1ccccc1F (configuration not stated)	-1	-8	5	2	0	9	3	-1
O=[N+]([O-])c1ccccc1OC/C(=N\O)c1ccccc1	-50	12	5	3	-6	-7	0	1
N#Cc1c2n(c3c(=O)n(Cc4ccccc4)cnc13)CCCC2	11	·	9	4	-1	-18	-7	·
O=C(Nc1ccccc1F)C1CCCN(S(=O)(=O)c2ccccc2)C1 (configuration not stated)	5	-10	2	2	-2	-10	-4	0
Cc1cc(Cl)ccc1OCCCC(=O)N1CCN(S(=O)(=O)c2ccccc2)CC1	-8	-6	3	0	·	-1	0	8
CC(Sc1nnc(Cc2cccs2)n1C1CC1)C(=O)NC1CCS(=O)(=O)C1 (configuration not stated)	-5	10	·	-2	·	0	·	-7
Cc1noc(C)c1S(=O)(=O)Nc1ccc2c(c1)C(=O)N([C@H](C)CO)C[C@@H](C)[C@@H](CN(C)S(=O)(=O)c1c(C)noc1C)OCCCC[C@H](C)O2	-14	4	3	2	1	10	3[16.7 µM]	-7
O=C(c1ccccc1)N1CC(=O)N2[C@H](CO)[C@H](c3ccc(C#CC4CC4)cc3)[C@H]2C1	5	·	-1	-3	·	12	·	19
CN(C)/C=C/C(=O)C(F)(F)F	-5	-6	·	-4	·	2	·	-2
Cc1cccc(C(=O)O/N=C(\c2ccccc2)c2cccnc2)c1	-8	·	0	2	·	-2	·	-17
Cc1cc(=O)n2nc(N3CCCC(C(=O)NCc4ccccc4Cl)C3)sc2n1 (configuration not stated)	0	-1	-9	·	-1	2	4	-4
O=C1NC2c3c(Cl)sc(Cl)c3C(=O)C2O1 (configuration not stated)	12	-5	-20	69*	·	·	-2	31
Cc1ccc(C(=O)CN(C(=O)c2ccc(Cl)c(Cl)c2)N2C(=O)C3CCCCC3C2=O)cc1 (configuration not stated)	·	9	2	·	2	-12	-12	·
CC(C)CCNC(=O)c1ccc2c(c1)ncn2C1CCCCC1	·	2	7	·	9	·	-2	·
C=CCn1c(SCC(=O)N(CC)C2CCS(=O)(=O)C2)nnc1-c1ccccc1 (configuration not stated)	-3	0	-4	-206	-3	-12	3	-7
Cn1ncc2c(Nc3cc(Cl)cc(Cl)c3)ncnc21	·	0	-9	-1	0	2	0	-5
CNS(=O)(=O)c1cc(C(=O)O)ccc1OC	-1	-7	-3	1	·	12	·	8
COc1ccc2c(c1)CCc1c(C(=O)N3CCOCC3)noc1-2	-53	·	0	-1	1	-35	-3	·
Cc1cc(C(=O)N/N=C/c2c(C)nn(-c3ccccc3)c2C)c(C)o1	-25	2	8	12	2	-23	-3	5
OCCNNC(=S)NC1CC2C=CC1C2 (configuration not stated)	-5	-1	·	4	·	7	·	-17
CCOC(=O)/C=C1/N(C)c2ccccc2C1(C)C	0	3	1	-4	3	3	-16	1
Cc1ccc(NC(=O)NC(=O)COc2c(F)c(F)cc(F)c2F)c(C)c1	1	2	1	0	1	20	0	5
COc1ccc(OCc2nnc(SCC(=O)NCC3CCCO3)n2N)cc1 (configuration not stated)	-4	1	-2	-3	-1	-7	-14	-72
Cc1noc(C)c1NC(=O)N(C)C[C@@H]1Oc2cc(C#CCC(C)C)ccc2S(=O)(=O)N([C@@H](C)CO)C[C@H]1C	7	·	-6	2	0	-4	3[16.7 µM]	-3
C[C@H](CO)N1C[C@H](C)[C@H](CN(C)Cc2ccc(Cl)c(Cl)c2)Oc2ccc(N(C)C)cc2CC1=O	6	-32	10	1	-4	-7	4[16.7 µM]	13
O=C(Cc1c(F)cccc1Cl)N(Cc1ccccc1)c1ccccn1	1	-3	-2	5	·	9	·	-4
CC[n+]1c(/C=C/c2c[nH]c3ccccc23)ccc2cc(C)ccc21	31	-118	·	-11	·	108*	·	76*

Going on with the list:
canonical_smiles	EWS-Fli block	FN deposition inh	PGC1a acetyl inh	CASP6 VEID inh	Cneo AK release	LGR2 antag	miR122 inh	PAX8 reporter
O=C(C[C@H]1C[C@@H]2c3cc(NS(=O)(=O)c4ccc(F)cc4)ccc3O[C@@H]2[C@@H](CO)O1)NCc1ccccn1	4	·	-15	-1	52	7	2[16.7 µM]	-9
COc1ccccc1CNC(=O)COn1nnc2ccc(S(=O)(=O)N3CCOCC3)cc21	1	-3	-7	1	1	-15	-5	12
C[C@H]1CN([C@@H](C)CO)C(=O)Cc2cc(NC(=O)Cn3cnnn3)ccc2O[C@@H]1CN(C)S(C)(=O)=O	-5	·	2	·	-2	-8	19[16.7 µM]	-28
COC(=O)c1[nH]c2ccccc2c1NC(=O)CN1CCCCCC1	·	8	-11	·	-1	·	9	·
C[C@@H]1CCCCO[C@@H](CN(C)C(=O)C2CCCCC2)[C@H](C)CN([C@H](C)CO)C(=O)c2cc(NS(=O)(=O)c3ccccc3)ccc2O1	14	0	-9	1	-1	7	-11[16.7 µM]	-4
O=C1CCC(C(=O)N2CCC(CCO)CC2)CN1Cc1ccc(Cl)cc1 (configuration not stated)	5	0	·	5	0	-14	-3	·
Cc1cc(C)c(CN2CCN(CCCn3ccc(NC(=O)OCc4ccccc4)nc3=O)CC2)c(C)c1	21	-7	0	1	5	19	4	0
N#C/C=C\Oc1ccc(Cl)cc1N	21	·	1	5	2	6	-4	·

4 entries drawn at random from the list so far, as already listed:
canonical_smiles	EWS-Fli block	FN deposition inh	PGC1a acetyl inh	CASP6 VEID inh	Cneo AK release	LGR2 antag	miR122 inh	PAX8 reporter
C[C@H]1CN([C@@H](C)CO)C(=O)Cc2cc(NC(=O)Cn3cnnn3)ccc2O[C@@H]1CN(C)S(C)(=O)=O	-5	·	2	·	-2	-8	19[16.7 µM]	-28
C[C@@H]1CCCCO[C@@H](CN(C)C(=O)C2CCCCC2)[C@H](C)CN([C@H](C)CO)C(=O)c2cc(NS(=O)(=O)c3ccccc3)ccc2O1	14	0	-9	1	-1	7	-11[16.7 µM]	-4
N#C/C=C\Oc1ccc(Cl)cc1N	21	·	1	5	2	6	-4	·
COC(=O)c1[nH]c2ccccc2c1NC(=O)CN1CCCCCC1	·	8	-11	·	-1	·	9	·
